Assay outcomes (PubChem BioAssay)
SENP8 inh: inhibitors of human SENP8 protease; Q96LD8; 360,000 tested, 0.64% active; AID 602440; inhibition, % at 20 µM; recombinant SENP8, Nedd8 substrate fluorescence; in the data active means inhibition mostly above about 40%, no sharp cut-off; inactive means mostly below about 27%
Target sequence (Q96LD8 whole entry, looked up): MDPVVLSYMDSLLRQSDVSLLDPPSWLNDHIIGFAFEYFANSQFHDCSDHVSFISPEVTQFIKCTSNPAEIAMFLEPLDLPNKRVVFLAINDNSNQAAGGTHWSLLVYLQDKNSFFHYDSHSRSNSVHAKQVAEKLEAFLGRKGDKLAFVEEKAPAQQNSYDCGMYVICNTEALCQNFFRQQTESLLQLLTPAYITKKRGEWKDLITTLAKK
MPTP block: blocks calcium-induced mitochondrial swelling; isolated mouse mitochondria, Ca2+ swelling absorbance, 30 min; 360,000 tested, 1.4% active; inhibition, % at 10 µM;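 active means inhibition of 50% or more, scaled per plate between neutral and stimulator controls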;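 further: 0% = DMSO wells given calcium and 100% = 1 mM EGTA wells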
PfG6PD inh: PfG6PD (Plasmodium falciparum) enzyme inhibition | PfGluPho enzyme, NADPH resazurin-diaphorase fluorescence | inhibition, % at 20 µM | 350,000 tested, 0.78% active | AID 504690;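 active means inhibition reaching at least a set limit at 20 µM in the primary screen, cut at about 59% in these data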;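 further: 0% = DMSO wells with substrate and 100% = DMSO wells lacking glucose-6-phosphate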
ATG4B inhibitor: ATG4B (human) cysteine protease inhibition; ATG4B cleavage of LC3-PLA2, NBD-HPC fluorescence, 1 h; 340,000 tested, 0.51% active; AID 504462; inhibition, % at 8.33 µM; Q9Y4P1; in the data active means inhibition above about 40%
SENP6 inh: blocks the human protease SENP6 | Recombinant SENP6 catalytic domain, aminoluciferin luminescence | inhibition, % at 10 µM | 330,000 tested, 1.8% active | AID 2599 | Q9GZR1;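 active means inhibition above about 50% at the single tested dose, limit read from the data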;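 further: plate controls were DMSO wells with enzyme for no effect and DMSO wells lacking enzyme for full effect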
Target sequence (Q9GZR1 628-1112 limits assumed): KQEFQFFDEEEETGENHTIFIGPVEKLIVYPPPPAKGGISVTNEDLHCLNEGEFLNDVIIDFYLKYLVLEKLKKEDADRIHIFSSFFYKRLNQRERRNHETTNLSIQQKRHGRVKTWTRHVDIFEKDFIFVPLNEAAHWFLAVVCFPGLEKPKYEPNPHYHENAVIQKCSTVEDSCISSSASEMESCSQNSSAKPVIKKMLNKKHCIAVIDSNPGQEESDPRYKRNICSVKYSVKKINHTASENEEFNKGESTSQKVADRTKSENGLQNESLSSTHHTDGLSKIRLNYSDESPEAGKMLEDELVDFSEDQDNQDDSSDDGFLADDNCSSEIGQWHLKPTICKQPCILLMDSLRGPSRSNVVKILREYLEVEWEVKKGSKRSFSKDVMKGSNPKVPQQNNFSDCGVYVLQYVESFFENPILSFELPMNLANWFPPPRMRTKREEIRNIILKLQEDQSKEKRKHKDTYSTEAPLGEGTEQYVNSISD
NR3A LBD binder: NR3A (human) ligand-binding domain modulation; Tm shift relative to glycine control, % at 25 µM; NR3A LBD differential scanning fluorimetry, Tm shift; 0% = protein alone, 100% = glycine-bound protein; 340,000 tested, 2.5% active;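 active means melting temperature shift of at least 10% of the positive control shift, at one fixed dose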
HKDC1 inhibitor: HKDC1 (human) hexokinase inhibition; recombinant HKDC1, G6PDH/diaphorase resazurin coupled fluorescence; Q2TB90; 340,000 tested, 0.16% active; inhibition, % at 20 µM;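 active means inhibition above about 35% when tested at 20 µM, limit read from the data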;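 further: plate controls were DMSO wells with enzyme for no effect and DMSO wells lacking enzyme for full effect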
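test system = in-house recombinant HK5 (HKDC1) enzyme | amount = HKDC1 at 5 µg/mL | control set = DMSO-enzyme wells negative, buffer-substituted wells positive | compound = one dose of 20 µM, 1% DMSO | schedule = reaction time 90 min, room temperature, protected from light | technique = resorufin fluorescence at 613 nm | reagent = glucose with 1 mM ATP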
SENP7 inh: SENP7 protease inhibition. Q9BQF6. recombinant SENP7, Z-RLRGG-aminoluciferin luminescence, 40 min. inhibition, % at 5 µM. 330,000 tested, 1.5% active;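 active means inhibition above about 50% at the single test dose, limit read from the data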;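 further: plate controls were DMSO with enzyme for no effect and no enzyme buffer wells for full effect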
An asterisk follows results filed as active; i = inactive; · = not tested or not shown.

SMILES	SENP8 inh	MPTP block	PfG6PD inh	ATG4B inhibitor	SENP6 inh	NR3A LBD binder	HKDC1 inhibitor	SENP7 inh
Cc1nc(-c2cccc(NS(=O)(=O)c3ccc4ccccc4c3)c2)cs1	6	23	-8	-11	-5	10*	3	0
CS(=O)(=O)c1ccc(Cl)c(NC(=O)COc2ccc3c(c2)CCC3)c1	8	-0.8	1	-9	1	0	-5	-4
C#CCOC(=O)Nc1cccn(Cc2c(Cl)cccc2Cl)c1=O	-44	0.0	-9	4	6	1	3	4
CC(C)(C)NC(=O)COC(=O)CCC(=O)c1ccc(Cl)cc1	-7	-0.1	0	-7	-1	-3	-9	-6
CCOC(=O)/C=C/C(=O)Nc1ccc(S(=O)(=O)Nc2cc(C)on2)cc1	2	-2.4	-9	-10	-9	-1	-4	2
CC12CC3CC(C)(C1)CC(C(=O)N1CCN(C(=O)C4CCCO4)CC1)(C3)C2 (stereo unspecified)	4	-1.0	1	2	-5	4	-5	-8
CCn1c(SCC(=O)Nc2cccc(NC(C)=O)c2)nc2c([nH]c3ccccc32)c1=O	-21	1.2	-14	-2	-4	-7	2	15
Cc1ccc(NC(=O)OCCNC(=O)c2ccncc2)cc1	7	-2.2	-15	-1	20	1	-1	-18
COCCCNC(=O)Cn1ncc2c(=O)oc3ccccc3c21	28	5.3	13	-4	-8	-1	-6	7
O=C(CCc1nnc2ccc(N3CCC4(CC3)OCCO4)nn12)NCc1ccc(F)cc1	-8	0.6	12	-1	3	2	-5	-3
O=[N+]([O-])c1cc(CN2CCCC2)c2cccnc2c1O	36	26	35	18	·	-16	8	·
CCCC[C@@]1(C2CCCC2)Cc2cc(OCC(=O)O)c(Cl)c(Cl)c2C1=O	6	0.4	-40	8	0	-5	5	12
COc1ccc(N2CCN(c3n[nH]c(N)n3)CC2)cc1	13	-2.0	-20	3	15	2	2	-4
CCc1ccc(OCC(=O)Nc2ccc3oc(=O)ccc3c2)cc1	-160	-0.2	-3	-4	22	-4	2	2
C[C@H](NC(=O)OC(C)(C)C)c1nnc(SCC(=O)c2ccc(Cl)cc2)o1	22	35	8	-5	-6	-3	1	-3
Cc1nc(NC(=S)NC(=O)c2cccs2)sc1C(=O)N(C)C	19	-1.1	-24	-1	12	-3	-1	0
CCOC(=O)N1C(=O)[C@](c2ccc(Cl)cc2)(C(C)C)N1C(=O)OCC	-4	-1.6	11	-3	-13	-1	10	8
COc1cccc(CN2C(=O)CCC2(C)C(=O)NC2CCCCC2)c1 (stereo unspecified)	8	-1.2	-12	8	9	2	-3	-7
CC(C)NC(=O)c1ccc(Sc2ccccc2)c([N+](=O)[O-])c1	23	0.0	8	-3	-11	0	3	5
O=C(NCCCCc1ccccc1)c1cc([N+](=O)[O-])cc([N+](=O)[O-])c1	10	18	-9	5	-5	-5	4	-8
Cc1cccc(C)c1NC(=O)C1CCCN(CCCc2ccccc2)C1 (stereo unspecified)	28	2.4	-3	-4	·	0	-10	·
CCOc1ccc(CCNC(=O)C2CCC(=O)N2CCc2ccccc2)cc1OCC (stereo unspecified)	7	-1.8	-8	-1	-10	2	9	9
CC1(C)CC(=O)C=C(c2ccc3[nH]ccc3c2)C1	-12	0.8	6	10	0	-1	-3	3
Oc1ccccc1CNc1ncc(Br)cc1Br	8	2.4	-25	7	13	-1	-6	10
CC(=O)Nc1ccc(S(=O)(=O)N2CCCC2C(=O)O)cc1 (stereo unspecified)	7	-1.5	-13	-3	-27	·	3	-1
CCC1(C)N(O)C(C)(C)C(c2ccc(F)cc2)=[N+]1[O-] (stereo unspecified)	24	0.5	-5	4	-13	1	-1	4
COc1ccc(NC(=O)CSc2nnc(-c3ccncc3)n2CC2CCCO2)c(OC)c1 (stereo unspecified)	30	-0.5	0	-5	-22	-1	-4	7
CCOc1ccccc1NC(=O)CSc1n[nH]c(=O)n1-c1ccccc1	9	1.6	40	-3	·	0	1	·
COc1ccccc1CCC(=O)OCC(=O)Nc1cccc(S(=O)(=O)N2CCOCC2)c1	-1	-0.2	-1	-6	-27	1	-1	-13
COc1ccc2oc(C(=O)OCC(=O)N(C)Cc3ccccc3)c(C)c2c1	-464	-3.0	1	-4	-17	0	-3	8

Entries listed above shown as hits in NR3A LBD binder:
| molecule | MPTP block | PfG6PD inh | ATG4B inhibitor | SENP6 inh | NR3A LBD binder | HKDC1 inhibitor | SENP7 inh |
| --- | --- | --- | --- | --- | --- | --- | --- |
| Cc1nc(-c2cccc(NS(=O)(=O)c3ccc4ccccc4c3)c2)cs1 | 23 | -8 | -11 | -5 | 10* | 3 | 0 |

Continuation.
SMILES	SENP8 inh	MPTP block	PfG6PD inh	ATG4B inhibitor	SENP6 inh	NR3A LBD binder	HKDC1 inhibitor	SENP7 inh
Cc1ccc(NC(=O)c2ccc3nsnc3c2)c(C)c1	2	1.5	2	3	8	-1	-5	-13
CCOC(=O)C1=C(C)NC2=C(C(=O)c3ccccc32)C1c1ccc([N+](=O)[O-])o1 (stereo unspecified)	13	26	29	1	12	-5	3	-2
COc1ccccc1N1CCN(S(=O)(=O)c2ccc(-c3ccc(=O)[nH]n3)o2)CC1	-2	0.5	-14	-12	17	-1	-5	-2
CCCCn1c(=O)[nH]c(=O)c2c1nc(-c1ccc(C#N)cc1)n2C1CCCC1	i	1.1	4	-7	-22	0	6	-4
Fc1ccccc1CN1CCCC(NC2CCC2)C1 (stereo unspecified)	6	0.7	-5	0	-5	-1	9	-1
Cc1noc(/C=C/N(C)C)c1S(=O)(=O)N1CCCC(C(=O)N2CCCCC2)C1 (stereo unspecified)	11	2.6	-9	-4	-2	14*	5	-13
CC(C)c1onc(C(=O)NC2CCCCC2)c1[N+](=O)[O-]	11	0.6	-4	5	8	0	9	7
CCN(C(=O)C=Cc1ccco1)c1ccccc1	8	0.4	12	4	·	-2	-7	·
CC(=O)NCc1c(Cl)cccc1-n1cccc1	0	0.7	-3	5	7	-2	-2	-6
O=C(C1CCCN1S(=O)(=O)c1cccc2nsnc12)N1CCN(c2ccc(F)cc2)CC1 (stereo unspecified)	16	-1.9	-15	1	46	0	0	3
O=C(CC(NC(=O)c1ccccc1)c1ccccc1)NCc1ccccc1 (stereo unspecified)	3	-1.9	12	0	7	3	-8	-12
NS(=O)(=O)c1ccc(NC(=S)NCCc2ccccc2)cc1	12	-2.6	53	-4	-34	12*	-10	-11
O=C(O)c1ccc(NC2=C(N3CCOCC3)C(=O)c3ccccc3C2=O)cc1	53*	0.3	2	1	43	-1	13	3
O=C(O)C1C2CCC(O2)C1C(=O)NCc1ccncc1 (stereo unspecified)	12	9.4	-15	-6	-7	0	-2	-4
COc1ccc(-n2cc(-c3ccc(C)cc3)[n+]3c2SCC3)cc1	12	2.0	-5	-5	-21	-1	10	2
CN1C(=O)N(c2ccc(Cl)cc2)C(C)(O)CC1(C)C (stereo unspecified)	19	-0.5	0	-3	·	0	9	·
O=C(COc1ccccc1)NCc1ccc2c(c1)OCO2	9	-1.1	5	1	-9	-3	1	3
Cc1ccc(CN2CCN(/N=C/c3cc([N+](=O)[O-])ccc3Cl)CC2)cc1	15	4.4	5	-6	-12	-1	2	-2
CCOCCCn1c(=O)c(NC(=O)c2ccc(OCC)cc2)c2n(c1=S)CCCCC2	24	-0.1	-11	-22	-8	0	4	-7
Cc1nn(S(=O)(=O)c2ccccc2)c(C)c1S(=O)(=O)N1CCOCC1	-4	0.2	-7	6	41	0	2	8

Another view of 3 compounds above:
CN1C(=O)N(c2ccc(Cl)cc2)C(C)(O)CC1(C)C (stereo unspecified)
  SENP8 inh: 19 | MPTP block: -0.5 | PfG6PD inh: 0 | ATG4B inhibitor: -3 | SENP6 inh: · | NR3A LBD binder: 0 | HKDC1 inhibitor: 9 | SENP7 inh: ·

O=C(COc1ccccc1)NCc1ccc2c(c1)OCO2
  SENP8 inh: 9 | MPTP block: -1.1 | PfG6PD inh: 5 | ATG4B inhibitor: 1 | SENP6 inh: -9 | NR3A LBD binder: -3 | HKDC1 inhibitor: 1 | SENP7 inh: 3

Cc1ccc(CN2CCN(/N=C/c3cc([N+](=O)[O-])ccc3Cl)CC2)cc1
  SENP8 inh: 15 | MPTP block: 4.4 | PfG6PD inh: 5 | ATG4B inhibitor: -6 | SENP6 inh: -12 | NR3A LBD binder: -1 | HKDC1 inhibitor: 2 | SENP7 inh: -2

The list continues:
SMILES	SENP8 inh	MPTP block	PfG6PD inh	ATG4B inhibitor	SENP6 inh	NR3A LBD binder	HKDC1 inhibitor	SENP7 inh
CC(C)OC(=O)CCC1(C(=O)O)CCC(=O)NC1 (stereo unspecified)	12	-0.6	-1	1	3	-1	0	-4
COc1ccc(CNc2ccc([N+](=O)[O-])cn2)cc1	-1	0.3	-13	-1	-20	-3	3	-4
Cc1ccc(C(=O)NCC(=O)Nc2cccc(C(F)(F)F)c2)cc1	10	0.8	-5	5	-7	-4	1	6
Cc1ccc2c(c1)-c1cc(C)nn1C(c1sccc1C)N2 (stereo unspecified)	-194	-0.7	9	6	7	-5	3	10
Cc1cccc2c1cnn2C(=O)CCC(=O)N1CCC(C)CC1	1	1.6	9	-11	0	0	-4	5
C=CCNC(=O)COCc1cc(-c2ccc3c(c2)OCO3)on1	10	-0.7	-3	-9	-6	0	5	-2
CCN(CC)CCN(C(=O)/C=C/c1cccs1)c1nc2ccc(OC)cc2s1	12	-1.3	-8	3	·	3	-6	·
CNC(=O)CNC(=O)Nc1ccc(C)cc1	11	-0.3	-17	0	1	2	-5	0
Cc1ccc(S(=O)(=O)Nc2cc3c4c(c2)CCN4C(=O)CC3)cc1	5	1.8	-6	-4	-2	0	0	-12
Cc1ccc2[nH]c(=O)cc(C(=O)OCC(=O)c3ccc(F)cc3)c2c1	-400	-0.2	12	-10	-8	2	-4	-5
COCCn1c(C)cc(C(=O)COC(=O)/C=C/c2ccc(OC)cc2OC)c1C	-32	-1.8	3	6	2	-1	0	9
